High-throughput results from PubChem BioAssay.
PAX8 reporter: PAX8 transcriptional activity inhibition. inhibition, % at 12.6 µM. RMG-I TPO-luciferase reporter, SteadyGlo, 24 h. 360,000 compounds, 1.2% hits;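 active = mean replicate inhibition at least 60% with every replicate also reaching 60%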;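 note: luciferase light reporting Pax8 driven TPO promoter activity; plate controls were median of neutral control wells for no effect and mitoxantrone controls for full effect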
Cneo AK release: Cryptococcus neoformans lysis via adenylate kinase release; lysis activity, % at 15 µM; C. neoformans lysis, adenylate kinase release luminescence, 4 h; normalised: neutral wells 0, clomiphene wells 100; 360,000 compounds, 0.2% hits;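 active = mean lysis activity across replicates of at least 80%, whatever share of replicates individually reach that level; inactive = mean lysis activity below 80%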
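Material – Cryptococcus neoformans yeast cells · Quantity – 5 × 10^6 yeast cells/mL · Buffer or medium – YPD medium · Compound – single dose · Timing – 4 h static compound exposure, 37 °C, read 1 h post-reagent · Signal – adenylate kinase release luminescence · Read-out basis – lysis from increased AK signal · Benchmarks – Clomiphene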
ARNT-TACC3 inh: ARNT/TACC3 interaction disruption. Q9Y6A5. AlphaScreen His-ARNT PAS-B/GST-TACC3 binding, luminescence; TACC3 fragment carries E629A point mutation. inhibition, % at 9.99 µM. 390,000 compounds, 0.66% hits;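 active = mean inhibition of replicates at least 50% and at least half of replicates each reaching 50%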;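 note: 0% = complete ARNT plus TACC3 wells and 100% = ARNT alone without TACC3; many hits fall short of the cut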
LGR2 antag: Drosophila LGR2 receptor signaling inhibition. 380,000 compounds, 0.35% hits. inhibition, % at 9.99 µM. HEK293 LGR2, CRE-luciferase, bursicon-stimulated, 4 h;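 active = drop in luminescence signal, shown as inhibition above about 50% in the replicate tests, limit read from the data, passing the limit was not always enough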;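 note: agonist challenge used bursicon conditioned medium at about half maximal strength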
PglD DTNB: blocks C. jejuni PglD acetyltransferase activity | purified PglD enzyme, DTNB colorimetric CoA detection | inhibition, % at 12.5 µM | 360,000 compounds, 0.098% hits; in the data active = inhibition above about 16%, passing the limit was not always enough; note: strong numbers were not always called active
PGC1a acetyl inh: lowers PGC1a acetylation signal in U2OS cells; AlphaScreen anti-acetyl-lysine; with virally co-expressed GCN5 acetyltransferase; inhibition, % at 15.6 µM; AID 651687; 350,000 compounds, 0.17% hits;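 active = every replicate shows inhibition of at least 40%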;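 note: 0% = neutral control wells and 100% = positive control wells; some results beyond the cut were filed as inactive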
C2C12 statin: suppressors of simvastatin-induced myotoxicity in C2C12 myotubes | ATP luminescence, 48 h; scaled: DMSO 0, geranylgeraniol control 100 | rescue of ATP level, % at 7.49 µM | 330,000 compounds, 0.78% hits | AID 602340;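 active = mean ATP rescue above about 67%, or every replicate alone reaching that limit, limit read from the data, passing the limit was not always enough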;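 note: myotubes were challenged with 10 µM simvastatin during compound exposure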
INS-1E GSIS act: primary screen for activators of insulin secretion dependent on glucose, INS-1E cells, GLuc reporter luminescence; INS-1E GLuc reporter insulin secretion, 2-3 h; activation, % at 16.6 µM; 370,000 compounds, 0.61% hits; AID 743287;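 active = lowest replicate activation of at least 40%, so every replicate reaches that level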;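 note: 0% = median of neutral control wells and 100% = median of IBMX positive control wells; some compounds called inactive have numbers as strong as hits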
An asterisk follows results filed as active; / = not tested or not shown.

The opening twelve records, ahead of the listing:
SMILES | PAX8 reporter | Cneo AK release | ARNT-TACC3 inh | LGR2 antag | PglD DTNB | PGC1a acetyl inh | C2C12 statin | INS-1E GSIS act
CCN(CC)CC(=O)Nc1c(C)cc(C(C)(C)C)cc1C | / | -3 | -3 | / | 3 | / | -11 | /
C[C@@H]1CCCCO[C@@H](CN(C)C(=O)Nc2ccccc2)[C@H](C)CN([C@@H](C)CO)C(=O)c2cc(NC(=O)Cc3ccccc3)ccc2O1 | -3 | -3 | -7 | 6 | -3 | -12 | / | 2
O=C(c1ccc2c(c1)OCCO2)C1CCN(S(=O)(=O)c2ccccc2F)CC1 | / | 4 | -1 | -1 | -3 | 2 | -16 | -10
COc1cc(C(=O)ON=C2C=C(C)C(=O)C(C)=C2)cc(OC)c1OC | -23 | / | 1 | -5 | / | / | / | 36
O=c1[nH]c(NCCO)nc2ncn(Cc3ccccc3)c12 | / | 1 | 4 | / | 4 | 4 | 13 | 19
CCc1c(N)nc(N)nc1Nc1ccccc1Cl | -2 | 2 | -13 | 19 | -5 | 1 | -9 | /
C[C@@H]1CN([C@@H](C)CO)C(=O)c2cc(C3=CCCC3)cnc2O[C@H]1CN(C)C(=O)C1CCOCC1 | 3 | -5 | -12 | -14 | -1 | -5 | -10 | 17
Nc1ccc(S(=O)(=O)c2ccc(N)cc2)cc1 | 0 | -1 | -16 | 7 | 5 | -10 | -12 | /
Cc1nnc(NC(=O)C2CC(=O)N(Cc3ccccc3)C2)s1 (configuration not stated) | / | 0 | 13 | -6 | -5 | / | 2 | -2
CCOC(=O)N1CCN(Cc2nc3cc(NC(=O)C(C)C)ccc3n2CC)CC1 | 4 | -1 | 0 | 4 | 3 | -3 | -14 | -2
CCn1cnc2c1c(=O)n(Cc1ccc(C(=O)OC)cc1)c(=O)n2Cc1ccccc1 | -12 | 3 | -2 | -12 | 0 | / | 7 | 27
CC(C)C#Cc1ccc2c(c1)O[C@H](CN(C)CC1CC1)[C@H](C)CN([C@H](C)CO)S2(=O)=O | / | 10 | 2 | 20 | -1 | -12 | -1 | -4

The listing, from the start:
SMILES | PAX8 reporter | Cneo AK release | ARNT-TACC3 inh | LGR2 antag | PglD DTNB | PGC1a acetyl inh | C2C12 statin | INS-1E GSIS act
CCN(CC)CC(=O)Nc1c(C)cc(C(C)(C)C)cc1C | / | -3 | -3 | / | 3 | / | -11 | /
C[C@@H]1CCCCO[C@@H](CN(C)C(=O)Nc2ccccc2)[C@H](C)CN([C@@H](C)CO)C(=O)c2cc(NC(=O)Cc3ccccc3)ccc2O1 | -3 | -3 | -7 | 6 | -3 | -12 | / | 2
O=C(c1ccc2c(c1)OCCO2)C1CCN(S(=O)(=O)c2ccccc2F)CC1 | / | 4 | -1 | -1 | -3 | 2 | -16 | -10
COc1cc(C(=O)ON=C2C=C(C)C(=O)C(C)=C2)cc(OC)c1OC | -23 | / | 1 | -5 | / | / | / | 36
O=c1[nH]c(NCCO)nc2ncn(Cc3ccccc3)c12 | / | 1 | 4 | / | 4 | 4 | 13 | 19
CCc1c(N)nc(N)nc1Nc1ccccc1Cl | -2 | 2 | -13 | 19 | -5 | 1 | -9 | /
C[C@@H]1CN([C@@H](C)CO)C(=O)c2cc(C3=CCCC3)cnc2O[C@H]1CN(C)C(=O)C1CCOCC1 | 3 | -5 | -12 | -14 | -1 | -5 | -10 | 17
Nc1ccc(S(=O)(=O)c2ccc(N)cc2)cc1 | 0 | -1 | -16 | 7 | 5 | -10 | -12 | /
Cc1nnc(NC(=O)C2CC(=O)N(Cc3ccccc3)C2)s1 (configuration not stated) | / | 0 | 13 | -6 | -5 | / | 2 | -2
CCOC(=O)N1CCN(Cc2nc3cc(NC(=O)C(C)C)ccc3n2CC)CC1 | 4 | -1 | 0 | 4 | 3 | -3 | -14 | -2
CCn1cnc2c1c(=O)n(Cc1ccc(C(=O)OC)cc1)c(=O)n2Cc1ccccc1 | -12 | 3 | -2 | -12 | 0 | / | 7 | 27
CC(C)C#Cc1ccc2c(c1)O[C@H](CN(C)CC1CC1)[C@H](C)CN([C@H](C)CO)S2(=O)=O | / | 10 | 2 | 20 | -1 | -12 | -1 | -4
CCCOc1ccc(C(=O)NNC(=O)c2cccc(S(=O)(=O)N3CCN(C(C)=O)CC3)c2)cc1OC | 10 | / | 1 | 3 | / | / | -6 | 3
COc1ccc(N2CCN(C(c3cc4cc(C)ccc4[nH]c3=O)c3nnnn3Cc3ccccc3)CC2)cc1 (configuration not stated) | -13 | 12 | -9 | / | 0 | -1 | 75* | /
COc1ccc(S(=O)(=O)N2CCCCC2)cc1NC(=O)CCNC(=O)c1ccc(Cl)cc1 | -15 | 2 | -9 | 3 | -8 | -2 | 0 | -3
COc1cc2nc(CN(CCC(C)C)Cc3nc4cc(OC)c(OC)cc4c(=O)[nH]3)[nH]c(=O)c2cc1OC | / | -6 | 2 | / | 1 | -19 | 19 | /
CSc1nccc(NC(=O)c2cccc(Br)c2)n1 | 14 | -2 | -4 | 1 | -5 | -3 | 5 | 3
C[C@@H]1CN([C@H](C)CO)C(=O)c2cc(-c3ccccc3)cnc2O[C@H]1CN(C)C | / | -6 | 22 | 20 | 2 | 4 | 5 | 18
COc1ccc2sc(N(CCCN(C)C)C(=O)c3ccc(S(=O)(=O)N4CCCc5ccccc54)cc3)nc2c1 | -4 | 3 | 26 | -8 | 4 | / | -9 | 22
Cc1ccc(C(=O)Nc2ccon2)cc1S(=O)(=O)N1CCOCC1 | / | 2 | 7 | 10 | -1 | -1 | 4 | -5
CN(Cc1ccccc1)c1oc(COc2ccccc2F)nc1C#N | -25 | 6 | 19 | -21 | 0 | -3 | 8 | -7
O=C(CN(CC1CCCO1)C(=O)CCC(=O)Nc1ccccn1)NCc1ccccc1 (configuration not stated) | 5 | 2 | -6 | / | 10 | -4 | -19 | /
COc1ccc(S(=O)(=O)N(C)C)cc1NCC(=O)Nc1cccc2ccccc12 | 20 | -3 | -5 | 17 | -1 | 9 | 2 | -3
Cc1nc(S/C(=C/c2ccc(OCc3ccc(C(=O)O)cc3)cc2)C(=O)O)n[nH]1 | 2 | / | 9 | 5 | / | / | / | 5
CCCNC(=O)Nc1ccc2c(c1)C(=O)N(C)C[C@H](OC)[C@H](C)CN(Cc1ccccn1)[C@@H](C)CO2 | -5 | 51 | 7 | 5 | 0 | -16 | -2 | -5
C[C@@H]1CCC[C@H](C)N1Cc1nc(Cc2ccccc2Cl)no1 | -8 | 1 | -2 | -17 | -6 | 30 | -6 | -14
COc1cccc(CN(C)CC(=O)Nc2cc3oc4ccccc4c3cc2OC)c1 | -11 | / | 3 | 2 | / | / | / | -16
COc1ccccc1C(=O)NCCC(=O)OCC(=O)Nc1ccc(S(N)(=O)=O)cc1 | 0 | 0 | 0 | 12 | / | 2 | 15 | 14
CC(NC(=O)COc1cccnc1[N+](=O)[O-])c1ccc(F)cc1 (configuration not stated) | 2 | 6 | 3 | 12 | 8 | 11 | -1 | 16
C[C@@H]1CCCCO[C@@H](CN(C)CC2CCCCC2)[C@@H](C)CN([C@H](C)CO)C(=O)c2cc(NC(=O)c3ccccc3)ccc2O1 | 7 | 2 | 16 | -7 | -6 | -7 | / | -11
Cc1cccc(SC2CCN(Cc3nc(CC4CC4)no3)CC2)c1 | 27 | / | -9 | 7 | / | 2 | / | -37
Clc1ccc(CN2CCSCC2)cc1Cl | 18 | 2 | -8 | 0 | -1 | / | -5 | -1
CC(=O)c1cn(CCOc2cc(C)ccc2C)c2ccccc12 | 44 | 0 | 31 | 13 | 0 | / | -19 | 1
COc1cccc(-c2nc(CS(=O)(=O)CC(=O)NCC(C)c3ccccc3)c(C)o2)c1 (configuration not stated) | -2 | -9 | 2 | 2 | 1 | -9 | 7 | -36
COCCC(=O)Nc1ccc2c(c1)CN(C(=O)CCOC)CC2 | 12 | / | -4 | 20 | / | 9 | / | 19
O=[N+]([O-])c1ccccc1S(=O)(=O)N1CCN(c2ccc(F)cc2)CC1 | 11 | 0 | 2 | -7 | 2 | / | 16 | -8
Cc1cccc(OCC(O)Cn2c(N3CCCCC3)nc3c2c(=O)n(C)c(=O)n3C)c1 (configuration not stated) | 34 | 0 | 1 | 0 | 13 | -14 | -19 | -9
O=C(NCc1ccccc1)/C(=C\c1ccc(O)cc1)NC(=O)c1ccco1 | -8 | -1 | 6 | -6 | -3 | / | 10 | -3
C[C@H]1CN([C@@H](C)CO)S(=O)(=O)c2ccc(-c3ccccc3)cc2O[C@@H]1CN(C)Cc1ccncc1 | / | -6 | -6 | -3 | 0 | -7 | 3 | -29
Cc1ccc(C(=O)N2CCN(C)CC2)cc1S(=O)(=O)N1CCCCCC1 | 8 | 1 | -3 | 8 | 9 | / | -2 | 1
COC(C[C@H](O)[C@@H](C)[C@H](O)COCc1ccccc1)OC | 16 | 3 | -3 | / | 1 | 10 | 9 | /
O=C(Nc1cccc(Cl)c1)N1C[C@H]2[C@@H](c3ccccc31)[C@H](CO)N2Cc1ccccc1Cl | 30 | -13 | 0 | 6 | 0 | -19 | 25 | -27
COc1ccccc1-c1ocnc1C(=O)Nc1ccc(N2CCOCC2)cc1N1CCOCC1 | 5 | -1 | -4 | -5 | 0 | / | -6 | 22
CC(C)Sc1nc2c(c(=O)[nH]c(=O)n2C)n1CCc1ccccc1 | / | 0 | 10 | / | -4 | -6 | 14 | /
CCOCCCNC(=O)C1CCC(CNS(=O)(=O)c2ccc(OC)cc2)CC1 (configuration not stated) | 9 | / | -5 | 10 | / | -6 | / | 8
CCn1nc(NC(=O)c2cccnc2)c2cc3ccccc3nc21 | / | 0 | -6 | / | 3 | -14 | 4 | /
COc1ccccc1C(=O)Oc1cc(C)[nH]c(=O)c1[N+](=O)[O-] | -29 | / | 1 | 5 | / | / | / | -7
Cc1ccc(S(=O)(=O)N(C)C[C@H]2Oc3c(NC(=O)c4ccncc4)cccc3C(=O)N([C@H](C)CO)C[C@@H]2C)cc1 | 4 | -1 | 2 | -16 | 0 | -3 | -4 | 0
COc1cc(OC)c(OC)cc1/C=N/NC(=S)NCC1CCCO1 (configuration not stated) | / | 2 | 5 | / | -1 | / | -18 | /
O=C(O)c1ccc(S(=O)(=O)N(Cc2ccc(F)cc2)C2CCCCC2)cc1 | 18 | 2 | -16 | / | -10 | 2 | 39 | /
CC(C)C(c1nnnn1C1CCCC1)N1CCCc2ccccc21 (configuration not stated) | 16 | 2 | 0 | 11 | 3 | -35 | 2 | -50
Cc1ccccc1S(=O)(=O)N[C@@H]1CC[C@H](CCn2cc(-c3ccc(F)cc3)nn2)O[C@@H]1CO | -6 | -10 | 8 | 8 | 1 | -3 | 18 | -4
NS(=O)(=O)c1ccc(NC(=O)COC(=O)c2cc3ccccc3cc2O)cc1 | 17 | -4 | 3 | 14 | -3 | -1 | -5 | 13
COc1cccc(OC)c1C(=O)N1CCOCC1 | / | -1 | 5 | -6 | 0 | -5 | -26 | 5
CCCc1cc(=O)n2[nH]c(-c3ccccc3)cc2n1 | / | -3 | -1 | / | 0 | 5 | -22 | /
CC(C)NC(=O)N[C@@H]1CC[C@@H](CCNC(=O)C2CCCC2)O[C@@H]1CO | 0 | 3 | / | -17 | 0 | 6 | -4 | 1
